# Giardia kill: Small Molecules that selectively kill Giardia lamblia: qHTS; Giardia lamblia trophozoite viability; activity change, % at 7.66 µM, hits read low; 340,000 compounds, 0.15% hits; in the data active = activity change below about -80%; inconclusive = between about -30% and that limit;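 note: parasites exposed to compound for two days anaerobically before the ATP read; % is set by controls: 0 for no effect and ±100 for the full control effect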
#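 Luminescent ATP signal served as the viability read-out, measured 15-30 min after adding ATP detection reagent to trophozoites that had been incubated with compounds for 48 hrs at 37 deg C anaerobically at 100 cells/well.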
# BCR signal inh: qHTS Assay to Find Inhibitors of Chronic Active B-Cell Receptor Signaling; 340,000 compounds, 0.05% hits; ABC-DLBCL IkBa-CBG/CBR reporter, luminescence ratio, 4 h; AID 493014, 2011; Potency, µM (doses to about 46.1 µM), without a hit: at the highest dose ratio change, negative = lower green/red ratio, actives largely listed as inhibitors; active = well fitted inhibition curve with a large enough effect in the signal ratio, with a control signal flat, not every such curve was filed as active; inconclusive = small, poorly fitted or top-dose-only effect, or effect the other way, or a change in a side signal; the % refers to the signal ratio;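 note: potency is the fitted concentration of half-maximal effect; plate controls were basal doxycycline-induced cells for no effect and cells given 10 µM MG132 for full effect; MG132 reads +100%, hits lower the ratio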
#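 Compounds up to 46 uM were incubated four hours with TMD8 cells whose green CBG68 luciferase is fused to IkappaBalpha; red CBR luminescence normalised the signal, and concentration-effect curves were fitted to fusion, red and ratio data.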
# A-T KAP1 phos: qHTS Assay for Identifying a Potential Treatment of Ataxia-Telangiectasia | […] A-T fibroblasts, KAP-1 phosphorylation AlphaLISA; neocarzinostatin DNA damage 30 min before lysis | Potency, µM (top dose mostly 57.5 µM), inactives show at the highest dose activation, usual class: activators | 320,000 compounds, 0.19% hits; note: potency is the fitted concentration of half-maximal effect; % of control where 0% means no effect; nearly all actives have a fitted effect of over 45% in size
#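 ATM-like activity read as KAP-1 phosphorylation via AlphaLISA donor/acceptor antibody pairs after lysis and 6 hr at 25C. Cells were ATM-null patient fibroblasts ([…], hTERT), dosed 60 min, then exposed to the DSB inducer NCS for 30 min.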
# Coupling enz: qHTS Assay for Inhibitors of Fructose-1,6-bisphosphate Aldolase from Giardia Lamblia: Coupling assay counterscreen | coupling enzyme system counterscreen, AmpLite Red fluorescence | activity change, negative = inhibition, % at 58.2 µM, hits read low | 290,000 compounds, 0.67% hits | AID 2472, 2010; in the data active = activity change below about -30%; note: % is set by controls: 0 for no effect and ±100 for the full control effect
#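 Activity here indicates interference with the coupling reaction, not aldolase inhibition. Compounds at 57.5 uM final met coupling enzymes for 10 min at RT; substrate and AmpLite Red detection followed, with a 525/598 nm fluorescence read after 20 min.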
# Tb PFK block: qHTS Assay to Find Inhibitors of T. brucei phosphofructokinase; ATP-dependent 6-phosphofructokinase (Trypanosoma brucei brucei), O15648; T. brucei PFK, ADP-Glo luminescence; Potency, µM (doses to about 57.5 µM), for inactives: at the top dose activity, negative = inhibition, usual class: inhibitors; 330,000 compounds, 0.17% hits; AID 485367, 2010;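 note: potency is the fitted concentration of half-maximal effect; 0% = uninhibited 1x PFK enzyme wells and -100% = no-enzyme wells; nearly all actives have a fitted effect of over 60% in size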
#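 Compounds were pin-transferred as a titration series up to 57 uM into substrate buffer (0.5 mM F6P, 0.1 mM ATP, pH 8.0), then 1.25 nM PFK was added and reactions ran 45 min before ADP-Glo detection.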
# TSHR antag: Antagonists of the Thyroid Stimulating Hormone Receptor: HTS campaign; TSHR-expressing cells, TSH-stimulated cAMP HTRF, 2 h; stronger effect = lower value; activity change, negative = inhibition, % at 11.5 µM; 330,000 compounds, 0.2% hits;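 active = activity change below a set negative limit, meaning inhibition stronger than a set level, cut at about -70% in these data; inconclusive = activity change between two set negative limits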; note: % is set by controls: 0 for no effect and ±100 for the full control effect
#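 Freshly harvested TSHR cells receive pin-tooled compound, then EC80 TSH at 4nM final. After 2 hours at 37 deg C, antibody in lysis buffer and cAMP-d2 are added; 30 minutes at ambient temperature precede the HTRF read.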
# TCR activator: Activators of T cell receptors: qHTS campaign. 330,000 tested, under 10 active. primary human leukocytes, anti-CD3, IL-2 HTRF, 48 h. Potency, µM (titrated, usually from 9.22 µM), for the others: at the highest dose activation of IL-2 secretion, actives largely listed as activators; note: % of control where 0% means no effect
#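 HTRF read-out of IL-2 secretion: europium cryptate donor excited at 320nm, d2 acceptor emission at 665nm. Cells were primary human leukocytes incubated 48 hr with compounds and a-CD3 beads, supplying TCR signal only.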
# hERG WT inh: qHTS for Inhibitors of KCHN2 3.1: Wildtype qHTS; Voltage-gated inwardly rectifying potassium channel KCNH2 (Homo sapiens), Q12809; U2OS, BacMam KCNH2, thallium flux FluxOr; stronger effect = lower value; activity change, % at 1.84 µM; 340,000 compounds, 0.37% hits; AID 720551, 2013;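 active = maximum activity change below -70%; inconclusive = maximum activity change between -70% and -50%; inactive = maximum activity change above -50%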; note: % is set by controls: 0 for no effect and ±100 for the full control effect
#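 U2OS cells were transduced with wild-type KCNH2 virus (2.03 x 10^8 / mL) for 4 h at room temperature, then cultured overnight at 37 C. Thallium flux was read with FluxOr dye. Rate constants were normalized to DMSO controls.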
# MLL CXXC-DNA inh: qHTS Fluorescence Polarization Assay for Inhibitors of MLL CXXC domain - DNA interaction; Histone-lysine N-methyltransferase 2A (Homo sapiens), Q03164; MLL-CXXC / FITC-HOXA9 DNA fluorescence polarization; Potency, µM (series often up to 115 µM), without a hit: at the highest dose activity change, negative = inhibition, hits mostly inhibitors; 290,000 compounds, 0.037% hits; AID 2662, 2010; active = well fitted inhibition curve with a large enough effect in the polarisation, with a control signal flat, not every such curve was filed as active; inconclusive = small, poorly fitted or top-dose-only effect, or effect the other way, or a change in a side signal; inactive = no such curve, though single readings can be large or run the other way; the % refers to the polarisation; note: potency is the fitted concentration of half-maximal effect
# Target sequence (Q03164 whole entry, looked up, the tested form may be a part): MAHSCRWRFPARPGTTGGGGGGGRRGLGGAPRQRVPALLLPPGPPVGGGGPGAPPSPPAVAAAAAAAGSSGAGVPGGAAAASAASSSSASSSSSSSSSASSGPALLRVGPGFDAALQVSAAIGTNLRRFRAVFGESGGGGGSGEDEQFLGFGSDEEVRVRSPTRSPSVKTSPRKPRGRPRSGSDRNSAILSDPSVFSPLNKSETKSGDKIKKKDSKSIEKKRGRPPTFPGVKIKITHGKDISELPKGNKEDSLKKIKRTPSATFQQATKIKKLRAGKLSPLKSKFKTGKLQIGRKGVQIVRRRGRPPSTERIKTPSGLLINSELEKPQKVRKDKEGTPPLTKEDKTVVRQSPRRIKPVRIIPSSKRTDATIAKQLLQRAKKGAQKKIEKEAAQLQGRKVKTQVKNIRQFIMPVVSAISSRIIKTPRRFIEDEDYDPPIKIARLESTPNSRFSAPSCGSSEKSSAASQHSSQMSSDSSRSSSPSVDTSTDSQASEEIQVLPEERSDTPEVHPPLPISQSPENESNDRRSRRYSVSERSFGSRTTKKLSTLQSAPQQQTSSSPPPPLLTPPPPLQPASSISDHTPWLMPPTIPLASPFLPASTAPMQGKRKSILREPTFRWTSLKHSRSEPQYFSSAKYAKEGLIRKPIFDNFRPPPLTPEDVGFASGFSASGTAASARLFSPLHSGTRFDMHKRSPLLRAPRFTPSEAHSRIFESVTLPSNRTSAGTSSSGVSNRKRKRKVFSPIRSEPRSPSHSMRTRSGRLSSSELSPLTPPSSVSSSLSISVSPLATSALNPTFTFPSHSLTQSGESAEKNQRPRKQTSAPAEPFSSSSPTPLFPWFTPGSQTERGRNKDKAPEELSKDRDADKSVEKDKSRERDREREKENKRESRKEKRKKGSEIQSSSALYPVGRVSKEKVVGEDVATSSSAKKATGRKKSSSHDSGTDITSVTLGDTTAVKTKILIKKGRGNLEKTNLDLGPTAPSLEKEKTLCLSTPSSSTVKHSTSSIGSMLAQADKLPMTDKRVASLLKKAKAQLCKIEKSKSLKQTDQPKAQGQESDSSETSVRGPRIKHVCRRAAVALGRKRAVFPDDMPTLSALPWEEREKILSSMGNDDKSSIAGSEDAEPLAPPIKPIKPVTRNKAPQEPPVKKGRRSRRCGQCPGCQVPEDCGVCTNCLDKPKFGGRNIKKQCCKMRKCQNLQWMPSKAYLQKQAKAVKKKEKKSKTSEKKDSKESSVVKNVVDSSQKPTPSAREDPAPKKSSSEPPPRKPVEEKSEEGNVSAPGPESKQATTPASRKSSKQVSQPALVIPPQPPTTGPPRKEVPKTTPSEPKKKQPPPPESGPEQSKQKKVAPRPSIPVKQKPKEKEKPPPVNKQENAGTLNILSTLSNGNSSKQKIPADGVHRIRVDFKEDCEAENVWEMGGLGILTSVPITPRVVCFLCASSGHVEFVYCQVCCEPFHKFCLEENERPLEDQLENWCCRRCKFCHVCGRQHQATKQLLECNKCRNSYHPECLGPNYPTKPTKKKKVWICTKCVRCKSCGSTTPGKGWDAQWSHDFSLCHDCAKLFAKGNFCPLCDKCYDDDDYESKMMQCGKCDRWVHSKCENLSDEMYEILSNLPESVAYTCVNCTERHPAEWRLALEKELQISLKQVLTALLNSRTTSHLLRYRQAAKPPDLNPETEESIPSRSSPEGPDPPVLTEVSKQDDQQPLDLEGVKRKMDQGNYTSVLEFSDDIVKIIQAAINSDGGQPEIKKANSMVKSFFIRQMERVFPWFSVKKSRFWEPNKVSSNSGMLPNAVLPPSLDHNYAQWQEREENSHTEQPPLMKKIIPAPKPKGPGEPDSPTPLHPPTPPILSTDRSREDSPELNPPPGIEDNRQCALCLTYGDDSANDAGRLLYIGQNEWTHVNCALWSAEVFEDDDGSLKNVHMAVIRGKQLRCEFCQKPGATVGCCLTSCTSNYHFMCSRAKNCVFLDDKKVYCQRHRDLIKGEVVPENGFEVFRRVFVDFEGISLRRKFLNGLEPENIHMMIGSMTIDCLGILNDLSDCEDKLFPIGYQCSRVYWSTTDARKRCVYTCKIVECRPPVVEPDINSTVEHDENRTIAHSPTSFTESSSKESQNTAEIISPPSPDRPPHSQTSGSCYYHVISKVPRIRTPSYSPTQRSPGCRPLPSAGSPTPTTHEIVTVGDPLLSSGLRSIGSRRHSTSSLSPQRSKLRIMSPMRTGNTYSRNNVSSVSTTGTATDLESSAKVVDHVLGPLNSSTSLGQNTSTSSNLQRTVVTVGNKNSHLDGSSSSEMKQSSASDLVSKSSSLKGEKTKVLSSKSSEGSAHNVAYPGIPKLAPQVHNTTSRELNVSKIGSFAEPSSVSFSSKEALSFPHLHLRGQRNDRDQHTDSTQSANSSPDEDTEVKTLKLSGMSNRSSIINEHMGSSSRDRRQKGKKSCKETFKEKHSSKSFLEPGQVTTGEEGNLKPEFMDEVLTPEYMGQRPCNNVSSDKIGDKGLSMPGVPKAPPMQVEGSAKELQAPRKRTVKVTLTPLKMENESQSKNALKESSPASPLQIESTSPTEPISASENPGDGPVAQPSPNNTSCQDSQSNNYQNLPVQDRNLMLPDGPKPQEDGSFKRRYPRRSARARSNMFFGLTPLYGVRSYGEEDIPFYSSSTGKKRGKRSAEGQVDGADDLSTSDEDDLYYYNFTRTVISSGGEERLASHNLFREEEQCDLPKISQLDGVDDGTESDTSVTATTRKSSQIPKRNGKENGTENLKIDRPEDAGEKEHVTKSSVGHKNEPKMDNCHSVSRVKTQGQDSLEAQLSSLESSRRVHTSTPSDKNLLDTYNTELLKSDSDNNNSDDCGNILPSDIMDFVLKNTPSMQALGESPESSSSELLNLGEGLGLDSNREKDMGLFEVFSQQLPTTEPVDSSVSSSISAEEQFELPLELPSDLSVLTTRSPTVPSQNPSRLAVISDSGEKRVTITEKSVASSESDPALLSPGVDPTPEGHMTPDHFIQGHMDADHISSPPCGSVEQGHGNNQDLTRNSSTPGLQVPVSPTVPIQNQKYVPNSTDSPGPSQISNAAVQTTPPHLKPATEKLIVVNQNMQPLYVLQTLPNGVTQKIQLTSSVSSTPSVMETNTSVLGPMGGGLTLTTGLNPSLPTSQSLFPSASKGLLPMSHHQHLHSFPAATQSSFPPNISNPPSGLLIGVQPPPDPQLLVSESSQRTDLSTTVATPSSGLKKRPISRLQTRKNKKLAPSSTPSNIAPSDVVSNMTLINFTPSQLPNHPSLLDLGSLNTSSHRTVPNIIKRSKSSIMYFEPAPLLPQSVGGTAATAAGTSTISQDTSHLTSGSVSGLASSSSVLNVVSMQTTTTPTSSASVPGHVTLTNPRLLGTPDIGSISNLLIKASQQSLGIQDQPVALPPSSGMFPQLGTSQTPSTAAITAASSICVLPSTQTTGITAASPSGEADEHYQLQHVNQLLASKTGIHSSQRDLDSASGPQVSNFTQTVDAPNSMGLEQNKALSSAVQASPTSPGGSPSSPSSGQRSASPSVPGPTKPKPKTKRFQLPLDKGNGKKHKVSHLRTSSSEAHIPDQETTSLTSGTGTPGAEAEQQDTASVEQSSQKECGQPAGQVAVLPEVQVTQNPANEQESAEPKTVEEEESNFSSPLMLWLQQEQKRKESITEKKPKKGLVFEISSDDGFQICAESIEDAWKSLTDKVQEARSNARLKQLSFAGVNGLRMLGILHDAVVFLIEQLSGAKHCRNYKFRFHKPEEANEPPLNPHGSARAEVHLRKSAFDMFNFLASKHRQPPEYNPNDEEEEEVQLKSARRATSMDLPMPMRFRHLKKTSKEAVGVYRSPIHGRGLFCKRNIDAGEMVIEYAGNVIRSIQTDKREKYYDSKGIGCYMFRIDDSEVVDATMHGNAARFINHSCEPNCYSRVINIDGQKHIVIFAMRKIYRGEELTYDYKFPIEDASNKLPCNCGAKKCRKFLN
#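 Steps: dispense CXXC domain solution (7 uM) → pin compounds or unlabeled HOX-A9 DNA control → 5 min ambient → add FLSN-HOX-A9 solution (50 nM) → spin → 30 min ambient → fluorescence polarization. Tris pH 7.5/NaCl/DTT/BSA buffer.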
# GALK inh: qHTS Assay for Inhibitors of Human Galactokinase (GALK); Purified GALK, Kinase-Glo residual ATP luminescence; P51570; Potency, µM (titrated, usually from 57.5 µM), for the others: top-dose activity change, negative = inhibition, actives largely listed as inhibitors; 270,000 compounds, 0.007% hits; note: potency is the fitted concentration of half-maximal effect; % is set by controls: 0 for no effect and ±100 for the full control effect
#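 ATP-depletion format; final 35 uM ATP, 100 uM D-galactose, 5 nM enzyme; pH 8.0 HEPES/Mg2+ buffer; 60 min RT; luminescence read 10 min after detection reagent.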
# * marks the source's active call; other numbers are inactive results; ? = inconclusive; / = not tested or not shown; [ ] = dose if it differs, or a comment. Unless noted, calls come from the whole dose curve; as a rule, active = well fitted curve in the direction sought with a large enough effect; inconclusive = small, poorly fitted or top-dose-only effect, or another doubt; inactive = no such curve, though single readings can be large; an effect the other way counts as inactive or inconclusive.
no.	compound	Coupling enz	TSHR antag	TCR activator	Tb PFK block	Giardia kill	BCR signal inh	GALK inh	MLL CXXC-DNA inh	A-T KAP1 phos	hERG WT inh
1	CCCn1cc(NC(=O)c2cc(-c3ccccc3)on2)cn1	-1	-20	4%	3%	-5	-16%	0%	7%	-4%	31
2	CC1CCCN(C(=O)Nc2cccc(NC(=O)N3CCCC(C)C3C)c2)C1C (stereo not given)	-1	-2	4%	4%	-5	-12%	3%	-9%	-1%	1
3	CCOC(=O)CCSc1nc(C)c2cc(C)ccc2n1	1	-3	2%	4%	-13	?	-1%	6%	3%	15
4	CN(C)CCNC(C(=O)Nc1cccc(C(F)(F)F)c1)c1ccccc1 (stereo not given)	3	-3	-6%	-2%	?	0%	1%	-8%	-2%	19
5	COc1ccc(N2C(=O)CC(Sc3ccccc3C(=O)O)C2=O)c([N+](=O)[O-])c1 (stereo not given)	-1	-2	-6%	7%	-4	0%	1%	-18%	0%	-14
6	COc1ccc(CC(=O)N[C@@H]2c3cc(OC)c(OC)cc3C[C@H]2O)cc1	/	8	1%[46.1 µM]	-4%	-4	-1%	/	/	-16%	-1
7	Cc1ccc(C(=O)C2=C(O)C(=O)N(Cc3cccnc3)C2c2ccc(OC(C)C)cc2)o1 (stereo not given)	/	39	-12%	1%	10	9%	-3%	-5%	16%	15
8	COc1ccc(N2C(=O)C3CCCN3C2c2ccccc2)cc1 (stereo not given)	1	5	-4%	-3%	4	?	0%	6%	6%	2
9	CN(Cc1nc2ccccc2[nH]1)C(=O)C1CCC(=O)N(CCc2cccc(F)c2)C1 (stereo not given)	/	10	9%	1%	0	-10%	4%	0%	6%	-8
10	Cn1c(=O)oc2cc(S(=O)(=O)N3CCCC(C(=O)Nc4ccc5c(c4)OCCO5)C3)ccc21 (stereo not given)	-1	-1	-1%	-3%	-11	-17%	0%	1%	29%	3
11	OCC1(Cc2ccccc2F)CCCN(CCc2ccccc2)C1 (stereo not given)	3	-4	1%	2%	6	-3%	-1%	-2%	4%	18
12	CN1CCN(C(=O)c2ccccc2NC(=O)c2ccccc2Br)CC1	/	-4	5%	1%	-30	0%	-3%	6%	9%	-12
13	COCCN1C(=O)N[C@@H](c2ccco2)C(C(=O)OC)=C1C	1	/	3%	/	5	/	/	/	/	1
14	CC(/C=C1\SC(=S)N(CCCC(=O)Nc2ccc(C(=O)O)c(O)c2)C1=O)=C\c1ccccc1	5	-13	1%[46.1 µM]	-12%	-5	?	-6%	3%	-1%	-10
15	Cc1cc(NC(=O)COC(=O)C(Nc2ccc(C(F)(F)F)cc2Cl)C(C)C)no1 (stereo not given)	-9	-14	-1%	0%	9	?	1%	22%	0%	3
16	Cc1ccc(SCc2cc(=O)[nH]c(N3CCCCC3)n2)cc1	1	-10	-4%	-6%	-6	3%	0%	1%	6%	14
17	CS(=O)(=O)c1ccc(Cl)c(NC(=O)COC(=O)CNC(=O)c2sc3ccccc3c2Cl)c1	/	4	2%	10%	-7	-1%	/	/	0%	3
18	COc1ccc(CCNC(=O)c2ccc(-c3cccc([N+](=O)[O-])c3)o2)cc1OC	2	-19	11%	2%	-1	?	0%	0%	0%	-3
19	CCCC(=O)Nc1nn(C)c2nc3c(C)cccc3cc12	0	6	-2%	-4%	-13	3%	7%	7%	5%	-9
20	C/C(Cn1nnc2ccccc21)=N\OC(=O)c1cc(F)c(F)cc1Cl	-1	8	4%	0%	-12	-2%	0%	8%	-6%	0
21	CCCN(CC(=O)Nc1ccccc1C)C(=O)c1ccc(N2CCCC2=O)cc1	/	12	/	-4%	-8	4%	/	/	-2%	0
22	Cc1ccccc1C(=O)NNC(=O)c1ccoc1C	3	28	/	3%	-3	-20%	-6%	-1%	-4%	-6
23	Cc1nnc(NCCc2ccccc2)c2ccccc12	0	-3	2%	0%	0	?	0%	-3%	4%	9
24	CC(=O)OCC(=O)NCC(=O)c1c[nH]c2ccccc12	2	4	19%	-3%	16	-3%	/	1%	-18%	-12
25	COc1cc(/C=C/c2ccc3cccc(OC)c3n2)c(OC(C)=O)c([N+](=O)[O-])c1	0	4	-10%	-2%	?	?	5%	-24%	/	3
26	COc1ccc(N(CC(=O)Nc2cc(Cl)ccc2OC)C2=NC3CS(=O)(=O)CC3S2)cc1 (stereo not given)	-4	7	3%	-4%	-25	8%	/	/	-1%	-9
27	CC1=CC(C)C2C(=O)N(CCC[N+](C)(C)C)C(=O)C2C1 (stereo not given)	2	5	-11%	-1%	0	7%	4%	5%	7%	14
28	O=c1[nH]c(CSc2nnc(NCCCN3CCOCC3)s2)nc2cc(Cl)ccc12	2	4	13%	-7%	-9	7%	0%	-6%	2%	-7
29	CSCCC(NC(=O)C12CC3CC(CC(C3)C1)C2)C(=O)OCC(=O)c1ccccc1 (stereo not given)	3	16	1%[46.1 µM]	-3%	-3	-3%	2%	9%	3%	5
30	O=C(CSc1nnc(-c2ccco2)o1)N1c2ccccc2CCc2ccccc21	-2	-8	3%	-7%	1	5%	-2%	1%	4%	6
31	N=c1sccn1CC(=O)Nc1ccc(Cl)cc1[N+](=O)[O-]	0	-2	-2%	1%	-2	1%	1%	-3%	0%	10
32	COc1ccc(C)cc1C(=O)CCC(=O)Nc1ccccc1N1CCOCC1	0	0	0%	-27%	6	?	1%	-2%	0%	1
33	COC(=O)c1cn(-c2ccccc2)c(C)c1C(=O)OC	-1	-17	-11%[46.1 µM]	-8%	6	?	0%	-1%	4%	-3
34	CC(=O)C1=C(O)C(=O)N(Cc2cccnc2)C1c1ccc(C(C)C)cc1 (stereo not given)	9	19	-2%	-7%	-20	0%	10%	-1%	/	/
35	O=C(/C=C/Nc1ccccc1Br)c1ccccn1	1	/	-2%	/	?	/	6%	-6%	/	8
36	CN(Cc1ccccc1)C(=O)CN1C(=O)C2C3C=CC(C3)C2C1=O (stereo not given)	0	1	5%[46.1 µM]	-5%	19	-5%	-2%	-7%	-2%	5
37	CC1CCCN(c2nc3c(c(=O)[nH]c(=O)n3C)n2CCSc2ncccn2)C1 (stereo not given)	1	-8	/	-2%	/	-5%	8%	4%	-5%	/
38	Cc1ccc(S(=O)(=O)N(CC(=O)NN=C2CCN(C)CC2)c2ccc(C(C)C)cc2)cc1	0	-11	0%	-3%	21	-17%	-1%	14%	1%	-9
39	CN(Cc1ccc2nsnc2c1)Cc1nc(Cc2cccc(F)c2)no1	0	-11	1%	4%	-19	-15%	3%	-2%	9%	-6
40	O=C(COC(=O)c1ccc(O)cc1)NCc1ccc2c(c1)OCO2	2	-4	9%	-5%	1	?	10%	9%	7%	1
41	Cc1cc(NC(=O)CN2C(=O)NC(Cc3ccccc3)C2=O)no1 (stereo not given)	0	-2	-1%	1%	33[activator]	7%	1%	2%	/	-4
42	Cc1cccc(-c2noc(CN(C)C(=O)c3ccc4c(c3)OCO4)n2)c1	2	6	0%	1%	8	-12%	9%	1%	-4%	-6
43	CCN(CC(=O)NCc1cccs1)C(=O)c1cccc(S(=O)(=O)Nc2ccccc2OC)c1	/	48	-4%	2%	-1	6%	-6%	-3%	20%	3
44	CCC(CC)C(=O)OCC(=O)Nc1cccc(S(=O)(=O)N(C)c2ccccc2)c1	-3	-10	-4%	0%	10	-6%	-3%	-3%	3%	-15
45	CCc1cccc(NS(=O)(=O)c2c(C)nc3sc(CC)nn3c2=O)c1	5	10	-1%	-1%	-16	?	/	-14%	-7%	7
46	CCOc1ccc(NC(=O)C2CCCN(S(C)(=O)=O)C2)cc1 (stereo not given)	-1	5	-1%	2%	-1	7%	0%	15%	5%	1
47	Cn1nc(C(=O)NCC(=O)Nc2ccc(F)c(F)c2F)c2ccccc2c1=O	/	-1	/	11%	-11	2%	/	/	12%	-8
48	O=C(O)CC(Cc1ccccc1)(C(=O)O)c1ccccc1 (stereo not given)	-4	7	14%	3%	-15	-1%	0%	-5%	10%	10
49	COc1ccc(N(CC(=O)O)S(C)(=O)=O)cc1OC	-1	-4	5%	-3%	-9	?	-2%	6%	7%	-12
50	CCOC(=O)N1CCN(S(=O)(=O)c2ccc(Br)cc2)CC1	3	28	-172%	1%	8	-4%	-10%	13%	3%	0

# Compound activity as filed in PubChem BioAssay.
